KOR beta-arrestin-1 – kappa opioid receptor activators – cell-based, luminescence, uHTS, primary screen (AID 1777); KOR beta-arrestin recruitment, luminescence; higher % means a stronger effect; activation, % at 10 µM, or EC50 in µM where a hit was titrated; hit rate 0.02% among 280,000; in the data active = activation above about 50%, passing the limit was not always enough; also: a part of the inactive calls stands beside numbers as strong as those of hits
KOR beta-arrestin-2 – kappa opioid receptor blockers – cell-based, luminescence, uHTS (AID 1778) | KOR beta-arrestin recruitment, luminescence, antagonist mode; higher % means a stronger effect | one-dose inhibition, % at 10 µM; IC50 in µM for titrated hits | hit rate 0.091% among 290,000; also: strong numbers were not always called active
West Nile antiviral – inhibition of WNV-induced cytopathic effect – cell-based, CPE readout (AID 1621); hit rate 0.02% among 290,000; CPE inhibition, % at 10 µM, or IC50 in µM where a hit was titrated; West Nile virus-infected cells, CPE inhibition; higher % means a stronger effect; in the data active = a potency from the dose series; inconclusive = CPE inhibition mostly from about 3.7% at the one dose, without a potency; inactive = the rest, 99 in 100 with CPE inhibition below about 2.2%; also: strong numbers were not always called active
AID2073 – disruptors of CaV2.2 binding to Mint1 – biochemical, HTRF (AID 2073); HTRF protein-protein interaction, Mint1-CaV2.2; higher % means a stronger effect; hit rate 0.19% among 290,000; inhibition, % at 20 µM; hits with a dose series show IC50 in µM; in the data active = inhibition mostly above about 51%, no sharp cut-off; inconclusive = no clear call, values can overlap the other calls; inactive = mostly below about 53%; also: some results filed as inactive read as strong as hits
NOD2 inhibition – inhibition of NOD2-driven NF-kB reporter – cell-based, luminescence, uHTS, HEK293 (AID 1566). hit rate 0.63% among 290,000. HEK293 NOD2/NF-kB luciferase reporter, luminescence; higher % means a stronger effect. inhibition, % at 4 µM, or EC50 in µM where a hit was titrated; also: many of its hits are not listed in these tables
Yfh1-depleted yeast – mitochondrial function rescue without frataxin homolog – Friedreich's ataxia, plus single-dose screen, dose response (AID 1465); fold induction at 50 µM; hits with a dose series show EC50 in µM; hit rate 0.074% among 220,000; S. cerevisiae Yfh1-off respiration, WST-1 reduction, 72 h; higher fold induction means a stronger effect;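 active = fold induction of absorbance versus untreated yeast above a set limit, then at least 30% activation at any dose in follow-up; inconclusive = repeats straddling the limit, or above it without dose testing; inactive = fold induction below the set limit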;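 also: activators that raise dye reduction in frataxin-depleted yeast; strong numbers were not always called active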
HIV peptide binding – cell-free HIV fusion peptide-binding blockers – biochemical, uHTS, fluorescence dequenching, primary screen (AID 1986); cell-free peptide binding, fluorescence dequenching, 30 min; higher % means a stronger effect; inhibition, % at 20 µM, or IC50 in µM where a hit was titrated; hit rate 0.3% among 290,000; in the data active = inhibition mostly above about 52%, no sharp cut-off; inactive = mostly below about 76%; also: some results filed as inactive read as strong as hits
NOD1 inhibition – NOD1 signaling inhibitors, primary screen, cell-based, luminescence, uHTS (AID 1578); NOD1-driven NF-kB luciferase reporter cells, luminescence; higher % means a stronger effect; inhibition, % at 4 µM, or EC50 in µM where a hit was titrated; hit rate 1% among 290,000; in the data active = inhibition mostly above about 36%, no sharp cut-off; inactive = mostly below about 34%;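 also: HEK-293T reporter cells stimulated with the NOD1 agonist gamma-tri-DAP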
NS5 inhibitors – flavivirus cap methylation enzyme inhibition – biochemical, confirmation dose response, primary screen (AID 588689) | Dengue-2 NS5 methyltransferase capping enzyme assay, biochemical; higher % means a stronger effect | inhibition, % at 25 µM; hits with a dose series show IC50 in µM | hit rate 0.3% among 340,000; in the data active = a potency from the dose series; inconclusive = inhibition above about 29% without an active follow-up result
NS5 inhibitors pilot replicate – second read-out of NS5 inhibitors, no call of its own (marks repeat the call); inhibition, %; measured here: pilot screen replicate inhibition
* marks the source's active call; other numbers are inactive results; [ ] = dose if it differs, or a comment. Rule as the data show it, unless noted: active = inhibition above about 50%; inactive = the rest. Only part of the results is shown, so the mix of outcomes need not match the whole.

For O=C(O)COc1ccc(/C=N/NC(=O)C(O)(c2ccccc2)c2ccccc2)cc1 the results were KOR beta-arrestin-1 -0.6%, KOR beta-arrestin-2 34.7%, West Nile antiviral 0.1%, AID2073 6.7%, NOD2 inhibition 1.0%, HIV peptide binding -1.3%, NOD1 inhibition -2.0% and NS5 inhibitors 0.7%.
For CCC(=O)N(CCO)Cc1cc2ccc(C)c(C)c2[nH]c1=O the results were KOR beta-arrestin-1 1.4%, KOR beta-arrestin-2 -21.6%, West Nile antiviral 0.0%, AID2073 4.9%, NOD2 inhibition 3.3%, Yfh1-depleted yeast inactive, HIV peptide binding 2.1%, NOD1 inhibition -36.2% and NS5 inhibitors -6.2%.
COc1ccc(/C=C/C(=O)N(Cc2cccs2)C2CCS(=O)(=O)C2)cc1 (configuration not stated) was read as KOR beta-arrestin-1 -0.1%, KOR beta-arrestin-2 -28.1%, West Nile antiviral -0.5%, AID2073 2.5%, NOD2 inhibition 11.6%, Yfh1-depleted yeast inactive, HIV peptide binding 0.2%, NOD1 inhibition -8.9% and NS5 inhibitors -1.5%.
Screening C=CCC(C(=O)OC)(C(=O)OC)c1ccc([N+](=O)[O-])cn1 returned KOR beta-arrestin-1 -0.4%, KOR beta-arrestin-2 -14.0%, AID2073 10.4%, NOD2 inhibition 10.3%, HIV peptide binding 5.5%, NOD1 inhibition 0.5%, NS5 inhibitors -3.4% and NS5 inhibitors pilot replicate -3.8.
CCOc1ccccc1NC(=O)c1ccc(F)c(S(=O)(=O)N2CCC3(CC2)OCCO3)c1 was read as KOR beta-arrestin-1 -0.2%, KOR beta-arrestin-2 -9.3%, West Nile antiviral -0.4%, AID2073 -14.2%, NOD2 inhibition 14.0%, Yfh1-depleted yeast inactive, HIV peptide binding -1.3%, NOD1 inhibition -7.6% and NS5 inhibitors 0.8%.
`CC(C)(C)C(=O)NC1CC2CCCC(C1)N2C(=O)Nc1ccccc1` (configuration not stated) gave KOR beta-arrestin-1 1.2%, KOR beta-arrestin-2 1.4%, West Nile antiviral -0.8%, AID2073 4.2%, NOD2 inhibition -1.5%, HIV peptide binding -2.1%, NOD1 inhibition 27.0% and NS5 inhibitors -0.8%.
For CC1(CCC(=O)N2CCCC(N3CCN(c4cccc(C(F)(F)F)c4)CC3)C2)CC1 (configuration not stated) the results were KOR beta-arrestin-1 -3.7%, KOR beta-arrestin-2 27.9%, West Nile antiviral -1.4%, AID2073 7.8%, NOD2 inhibition 1.3%, HIV peptide binding -1.2%, NOD1 inhibition -5.4% and NS5 inhibitors -5.8%.
COc1ccc(CCN2Cc3c(N)cccc3C2=O)cc1OC was read as KOR beta-arrestin-1 14.0%, KOR beta-arrestin-2 24.8%, West Nile antiviral -0.1%, AID2073 inconclusive, NOD2 inhibition -6.3%, HIV peptide binding -0.8%, NOD1 inhibition -2.2% and NS5 inhibitors 2.0%.
Screening COc1cc2c(cc1OC)C(Nn1cnnc1)=NC1(CCCC1)C2 returned KOR beta-arrestin-1 0.3%, KOR beta-arrestin-2 -0.3%, West Nile antiviral -0.1%, AID2073 31.8%, NOD2 inhibition 11.3%, Yfh1-depleted yeast inactive, HIV peptide binding -1.0%, NOD1 inhibition -14.4% and NS5 inhibitors 7.7%.
`COC(=O)CCc1c(C)nc(N)[nH]c1=O` gave KOR beta-arrestin-1 -1.5%, KOR beta-arrestin-2 29.7%, West Nile antiviral 0.3%, AID2073 7.7%, NOD2 inhibition -0.9%, Yfh1-depleted yeast inactive, HIV peptide binding 2.5%, NOD1 inhibition -34.4% and NS5 inhibitors -2.1%.
Screening CCn1cc([N+](=O)[O-])nc1C returned KOR beta-arrestin-1 4.1%, KOR beta-arrestin-2 6.1%, West Nile antiviral -0.2%, AID2073 -1.5%, NOD2 inhibition 14.1%, Yfh1-depleted yeast inactive, HIV peptide binding 0.3%, NOD1 inhibition -28.2% and NS5 inhibitors 1.4%.
Screening COC(=O)c1ccc(/C=N/NC(=O)c2ccc3nc[nH]c3c2)cc1 returned KOR beta-arrestin-1 -1.6%, KOR beta-arrestin-2 -12.6%, West Nile antiviral 0.5%, AID2073 3.0%, NOD2 inhibition -4.1%, HIV peptide binding -0.3%, NOD1 inhibition -10.6% and NS5 inhibitors -2.6%.
`CNc1nc(N)nc(OC(C(F)(F)F)C(F)(F)F)n1` gave KOR beta-arrestin-1 0.3%, KOR beta-arrestin-2 0.5%, West Nile antiviral -0.4%, AID2073 2.2%, NOD2 inhibition -3.6%, Yfh1-depleted yeast inactive, HIV peptide binding -1.0%, NOD1 inhibition -31.2% and NS5 inhibitors -2.4%.
For Cc1ccc(S(=O)(=O)c2c(N)n(NC(=O)c3ccco3)c3nc4ccccc4nc23)cc1 the results were KOR beta-arrestin-1 -9.0%, KOR beta-arrestin-2 -26.0%, West Nile antiviral 1.2%, AID2073 7.7%, NOD2 inhibition 9.2%, Yfh1-depleted yeast inactive, HIV peptide binding 2.0%, NOD1 inhibition 12.5% and NS5 inhibitors -0.3%.
For COc1ccc(NC(=S)N2CCN(CCN3C(=O)c4cccc5cccc(c45)C3=O)CC2)cc1 the results were KOR beta-arrestin-1 -3.1%, KOR beta-arrestin-2 -20.7%[20 µM], West Nile antiviral -0.4%, AID2073 11.9%, NOD2 inhibition 19.7%, Yfh1-depleted yeast inactive, HIV peptide binding -2.1%, NOD1 inhibition -32.0% and NS5 inhibitors 2.2%.

Reprinted from the part before: 3 compounds; new compounds follow.
`CNc1nc(N)nc(OC(C(F)(F)F)C(F)(F)F)n1` gave KOR beta-arrestin-1 0.3%, KOR beta-arrestin-2 0.5%, West Nile antiviral -0.4%, AID2073 2.2%, NOD2 inhibition -3.6%, Yfh1-depleted yeast inactive, HIV peptide binding -1.0%, NOD1 inhibition -31.2% and NS5 inhibitors -2.4%.
For Cc1ccc(S(=O)(=O)c2c(N)n(NC(=O)c3ccco3)c3nc4ccccc4nc23)cc1 the results were KOR beta-arrestin-1 -9.0%, KOR beta-arrestin-2 -26.0%, West Nile antiviral 1.2%, AID2073 7.7%, NOD2 inhibition 9.2%, Yfh1-depleted yeast inactive, HIV peptide binding 2.0%, NOD1 inhibition 12.5% and NS5 inhibitors -0.3%.
For COc1ccc(NC(=S)N2CCN(CCN3C(=O)c4cccc5cccc(c45)C3=O)CC2)cc1 the results were KOR beta-arrestin-1 -3.1%, KOR beta-arrestin-2 -20.7%[20 µM], West Nile antiviral -0.4%, AID2073 11.9%, NOD2 inhibition 19.7%, Yfh1-depleted yeast inactive, HIV peptide binding -2.1%, NOD1 inhibition -32.0% and NS5 inhibitors 2.2%.
Screening COc1cccc(S(=O)(=O)Nc2cccc(C(=O)N3CCOCC3)c2)c1 returned KOR beta-arrestin-1 -0.9%, KOR beta-arrestin-2 -22.1%, West Nile antiviral 0.3%, AID2073 -7.7%, NOD2 inhibition 5.1%, Yfh1-depleted yeast inactive, HIV peptide binding -0.2%, NOD1 inhibition -22.1% and NS5 inhibitors -5.9%.
`Cc1cccc(-c2nnc(SCC(=O)Nc3nc4c(s3)CCCC4)n2C)c1` gave KOR beta-arrestin-1 -2.2%, KOR beta-arrestin-2 -13.9%, West Nile antiviral 0.5%, AID2073 -0.9%, NOD2 inhibition 3.1%, Yfh1-depleted yeast inactive, HIV peptide binding 1.3%, NOD1 inhibition -34.3% and NS5 inhibitors -7.2%.
`COc1cc(NC(=S)Nc2cccc(Cl)c2Cl)c(OC)cc1Cl` gave KOR beta-arrestin-1 -4.6%, KOR beta-arrestin-2 -6.8%, West Nile antiviral 0.0%, AID2073 -34.5%, NOD2 inhibition 7.3%, Yfh1-depleted yeast inactive, HIV peptide binding 1.4%, NOD1 inhibition -1.3% and NS5 inhibitors 1.1%.
O=C(O)c1cccc(NC(=O)c2ccccc2NC(=O)c2ccco2)c1 was read as KOR beta-arrestin-1 -1.5%, KOR beta-arrestin-2 6.0%[20 µM], West Nile antiviral 0.1%, AID2073 7.3%, NOD2 inhibition 19.6%, HIV peptide binding 2.7%, NOD1 inhibition -28.3% and NS5 inhibitors -5.8%.
Screening O=C(OCn1ncc(Cl)c(Cl)c1=O)c1ccc(F)cc1 returned KOR beta-arrestin-1 2.5%, KOR beta-arrestin-2 5.2%, West Nile antiviral -2.4%, AID2073 -3.0%, Yfh1-depleted yeast inactive and HIV peptide binding -0.7%.
Screening Cc1nc2ccccc2n1Cc1ccc(Cl)cc1 returned KOR beta-arrestin-1 6.0%, KOR beta-arrestin-2 -5.7%[20 µM], West Nile antiviral -0.6%, AID2073 0.9%, NOD2 inhibition 44.1%, HIV peptide binding 1.2%, NOD1 inhibition 19.5% and NS5 inhibitors -0.7%.
`CCCCNC(=O)CS(=O)Cc1nc(-c2cccc(Cl)c2)oc1C` (configuration not stated) gave KOR beta-arrestin-1 -12.1%, KOR beta-arrestin-2 -0.8%, West Nile antiviral -0.2%, AID2073 5.0%, NOD2 inhibition 5.1%, Yfh1-depleted yeast inactive, HIV peptide binding 18.4%, NOD1 inhibition -5.4% and NS5 inhibitors -1.4%.
CCn1c(C)nc2cc(C(=O)NNC(=S)NC(=O)c3ccccc3)ccc21 was read as KOR beta-arrestin-1 -3.6%, KOR beta-arrestin-2 -16.2%, West Nile antiviral -1.2%, AID2073 -11.1%, NOD2 inhibition 16.9%, Yfh1-depleted yeast inactive, HIV peptide binding 3.2%, NOD1 inhibition -13.6% and NS5 inhibitors -9.3%.
`CCC1CCCCN1C(=O)c1ccc2c(c1)C(=O)N(c1ccc(C)cc1)C2=O` (configuration not stated) gave KOR beta-arrestin-1 9.3%, KOR beta-arrestin-2 -22.5%, West Nile antiviral -0.4%, AID2073 -6.0%, NOD2 inhibition -10.2%, HIV peptide binding -0.4%, NOD1 inhibition -28.7% and NS5 inhibitors 0.8%.
O=C(N/N=C/c1coc2ccccc2c1=O)c1cn(-c2ccccc2)nc1-c1ccccc1 was read as KOR beta-arrestin-1 -1.1%, KOR beta-arrestin-2 25.1%, West Nile antiviral -0.3%, AID2073 12.7%, NOD2 inhibition 14.3%, Yfh1-depleted yeast inactive, HIV peptide binding 15.9%, NOD1 inhibition 44.7% and NS5 inhibitors 6.5%.
`Cc1onc(-c2ccccc2)c1CNC(=O)Nc1ccc(C(F)(F)F)cc1` gave KOR beta-arrestin-2 13.3%, West Nile antiviral 0.7%, AID2073 7.2%, NOD2 inhibition -2.9%, Yfh1-depleted yeast inactive, HIV peptide binding 0.7% and NOD1 inhibition -4.4%.
COc1ccc(Cl)cc1CSc1n[nH]c(C)n1 was read as KOR beta-arrestin-1 -1.4%, KOR beta-arrestin-2 -1.1%, West Nile antiviral -0.2%, AID2073 -0.9%, NOD2 inhibition 3.2%, Yfh1-depleted yeast inactive, HIV peptide binding -2.9%, NOD1 inhibition -8.6% and NS5 inhibitors -12.2%.
Screening Cc1cc(Br)c(NC(=O)CCNC(=O)OCc2ccccc2)cc1C returned KOR beta-arrestin-1 -2.4%, KOR beta-arrestin-2 -10.7%, West Nile antiviral -0.9%, AID2073 11.9%, NOD2 inhibition -4.0%, HIV peptide binding 0.9%, NOD1 inhibition -34.6% and NS5 inhibitors -12.2%.
